High-throughput results (PubChem BioAssay)
hgDAF12 agonist: H. glycines DAF-12 receptor agonists, primary screen, cell-based, luminescence, HEK293, GAL4 fusion, UAS-luciferase. activation, % at 6.8 µM. AID 687014, 2013. HEK293 GAL4-hgDAF12 UAS-luciferase reporter, agonist luminescence; normalized to butyrate control. actives 1.8% (n = 370,000);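 active = activation above a cutoff set at the mean of all screened compounds plus 3 SD, cut at about 10% in these data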;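 also: 0% = DMSO wells and 100% = sodium butyrate wells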
NPR1 activator: GC-A stimulated cGMP production enhancers – HEK293 GC-A cells, cGMP TR-FRET, EC30 ANP, primary screen; 0% at EC30 ANP, 100% saturating ANP; activation, % at 10 µM; actives 0.14% (n = 370,000); in the data active = activation above about 40%
sPLA2-III inh: human group III sPLA2 inhibitors, primary screen, biochemical, QFRET, BODIPY PC-A2 liposome substrate | QFRET BODIPY PC-A2 liposome hydrolysis, fluorescence | Group 3 secretory phospholipase A2 (Homo sapiens), Q9NZ20 | inhibition, % at 12.2 µM | actives 0.56% (n = 370,000);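 active = inhibition above mean plus 3 SD of compounds lying within the high and low control bounds, cut at about 19% in these data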;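 also: 0% = median of test compound wells and 100% = no enzyme DMSO wells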
Target sequence (Q9NZ20 whole entry, looked up): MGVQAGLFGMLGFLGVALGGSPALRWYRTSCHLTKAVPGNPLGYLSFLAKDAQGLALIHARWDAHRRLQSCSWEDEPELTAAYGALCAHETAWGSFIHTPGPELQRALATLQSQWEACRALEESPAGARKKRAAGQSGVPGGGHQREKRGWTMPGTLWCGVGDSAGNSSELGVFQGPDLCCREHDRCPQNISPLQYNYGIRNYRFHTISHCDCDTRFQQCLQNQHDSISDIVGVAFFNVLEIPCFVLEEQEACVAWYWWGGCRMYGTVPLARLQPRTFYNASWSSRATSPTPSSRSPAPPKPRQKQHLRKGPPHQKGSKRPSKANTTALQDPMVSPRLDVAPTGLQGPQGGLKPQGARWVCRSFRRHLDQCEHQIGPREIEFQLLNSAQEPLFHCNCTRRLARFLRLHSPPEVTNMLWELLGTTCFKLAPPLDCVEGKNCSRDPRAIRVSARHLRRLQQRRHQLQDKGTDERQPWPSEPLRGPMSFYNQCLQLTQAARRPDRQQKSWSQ
GC-B act: human GC-B receptor activators, primary screen, HEK293 GC-B cells, cGMP TR-FRET, EC30 CNP; Atrial natriuretic peptide receptor 2 (Homo sapiens), P20594; 0% at EC30 CNP, 100% saturating CNP; activation, % at 10 µM; actives 0.11% (n = 370,000);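 active = activation at 10 µM reaching about 35% in either raw or pattern-adjusted values, limit read from the data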
KLK7 zymogen act: proKLK7 zymogen activators, primary screen, biochemical, fluorescence intensity | activation, % at 7 µM | Kallikrein-7 (Homo sapiens), P49862 | actives 0.9% (n = 370,000) | purified proKLK7, EDANS-DABCYL substrate fluorescence; 100% is mature enzyme control, 0% vehicle;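 active = activation above the mean of all tested compounds plus 3 SD, computed per campaign excluding outliers beyond control limits, cut at about 13% in these data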
Target sequence (P49862 whole entry, looked up): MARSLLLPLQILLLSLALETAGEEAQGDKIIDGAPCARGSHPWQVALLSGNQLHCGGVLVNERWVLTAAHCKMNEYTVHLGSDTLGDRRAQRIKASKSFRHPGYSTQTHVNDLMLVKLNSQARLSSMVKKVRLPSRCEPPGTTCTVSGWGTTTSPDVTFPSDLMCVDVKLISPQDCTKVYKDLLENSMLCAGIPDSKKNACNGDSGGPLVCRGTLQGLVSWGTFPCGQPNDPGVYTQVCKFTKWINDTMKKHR
ssDAF-12 act: S. stercoralis DAF-12 nuclear receptor activators, primary screen, cell-based, luminescence, HEK293, GRIP1 co-expression, lit1-tk-luc; actives 1% (n = 370,000); activation, % at 6.8 µM; AID 652126, 2013; Nuclear hormone receptor DAF-12 (Strongyloides stercoralis); HEK293 ssDAF-12/GRIP1 lit1-tk-luc reporter; % of 3 µM dafachronic acid response;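 active = activation above the mean over all tested compounds plus 3 SD, cut at about 0.9% in these data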;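 also: 0% = DMSO-only wells and 100% = 3 µM delta7-dafachronic acid wells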
DAX1 inh-1: DAX1 (NR0B1) inhibitors on StAR promoter, primary screen, cell-based, luminescence, SF-1 (NR5A1), full-length DAX-1. HEK293T StAR-luciferase reporter, SF-1/DAX-1 repression relief. inhibition, % at 6.8 µM. actives 1.1% (n = 370,000). AID 652010, 2013;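 active = inhibition above the mean over all tested compounds plus 3 SD, cut at about 3.6% in these data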;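 also: 0% = DAX-1 cells with DMSO and 100% = cells lacking DAX-1 with DMSO; higher inhibition means more luminescence from relief of DAX-1 repression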
SMARCA2 act: SMARCA2 (BRM) function activators, primary screen, cell-based, luminescence, high throughput; MG213 cells, MMTV-luciferase reporter, dexamethasone, overnight; activation, % at 9.1 µM; actives 1% (n = 370,000); in the data active = activation above about 7.8%;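 also: 0% = vehicle wells and 100% = reference activator wells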
DAX1 inh-2: DAX1 (NR0B1) inhibitors, primary screen, cell-based, HEK293, Gal4-DAX1, luciferase luminescence | HEK293 Gal4-DAX1 luciferase reporter | Nuclear receptor subfamily 0 group B member 1 (Homo sapiens), P51843 | AID 504766, 2011 | inhibition, % at 6.75 µM | actives 0.99% (n = 340,000);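 active = inhibition above the mean over all tested compounds plus 3 SD, cut at about 4.2% in these data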;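 also: 0% = DAX1-transfected cells with DMSO and 100% = empty-vector control cells with DMSO; inhibition shows as a rise in luminescence from relieved DAX1 repression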
Target sequence (P51843 207-470 limits assumed): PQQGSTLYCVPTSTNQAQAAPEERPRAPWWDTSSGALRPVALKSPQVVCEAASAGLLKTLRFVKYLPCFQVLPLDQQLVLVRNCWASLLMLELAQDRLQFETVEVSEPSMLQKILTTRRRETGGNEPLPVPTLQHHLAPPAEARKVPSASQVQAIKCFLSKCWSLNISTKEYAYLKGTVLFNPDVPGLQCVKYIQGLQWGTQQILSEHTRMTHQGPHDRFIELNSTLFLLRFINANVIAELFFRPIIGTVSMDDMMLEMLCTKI
GAA850 FXN act: FXN promoter activators, primary screen, cell-based, luciferase luminescence, HEK293 lucGAA850; HEK293 lucGAA850 FXN promoter luciferase reporter, 24 h; percent of 10 µM SAHA response; actives 0.56% (n = 360,000); activation, % at 6 µM; AID 540364, 2011;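 active = activation above the average of all compounds screened plus 3 SD, cutoff fixed separately per campaign, cut at about 7.5% in these data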;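 also: 0% = DMSO wells and 100% = 10 µM SAHA wells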
hcDAF-12 act: H. contortus DAF-12 nuclear receptor activators, primary screen, cell-based, luminescence, HEK293, lit1-tk-luc reporter. HEK293 hcDAF-12 lit1-tk-luc reporter; 0% DMSO, 100% Δ7-dafachronic acid. activation, % at 6.8 µM. actives 1.4% (n = 370,000);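 active = activation above the mean of all tested compounds plus 3 SD, cut at about 5.5% in these data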;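 also: 100% = response to 3 µM Δ7-dafachronic acid high control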
Numbers without * were called inactive; / = not tested or not shown. Some of the compounds tested. The share of hits here may be higher or lower than overall.

SMILES	hgDAF12 agonist	NPR1 activator	sPLA2-III inh	GC-B act	KLK7 zymogen act	ssDAF-12 act	DAX1 inh-1	SMARCA2 act	DAX1 inh-2	GAA850 FXN act	hcDAF-12 act
COC(=O)C1=C(c2cccc(OCc3ccccc3)c2)C[C@@H]2CC[C@H]1N2C(=O)NCc1ccc(OC)cc1	-3.4	1	-17	2	-0.2	-1.8	-0.9	1	-1.7	-4.4	-2.0
CC(=O)Nc1ccccc1C(=O)OCC(=O)Nc1ncccn1	0.8	3	-2	-3	-0.3	-0.6	0.3	1	1.0	-1.0	2.3
CCCCn1c(O)c(/C=C/C=Nc2ccccc2)c(=O)[nH]c1=O	-3.3	2	10	2	0.4	-0.5	-0.2	-3	0.1	-3.7	-0.8
Cc1ccc(OCC(=O)NCCN2CCN(C(=O)COc3ccc(C)cc3)CC2)cc1	1.4	0	5	-1	0.4	-0.8	-0.7	-1	-0.4	-1.8	-1.3
C[C@H](CO)N1C[C@H](C)[C@@H](CN(C)C(=O)Oc2ccc3ccccc3c2)OCc2cnnn2CCCC1=O	-2.8	1	-13	6	0.1	-1.5	1.2	-3	0.1	-1.9	-1.4
O=C1C2CCN(CC2)C1Cc1ccc(OCc2ccccc2)cc1 (configuration not stated)	0.0	-6	-2	0	0.1	-1.4	0.2	-1	-0.9	-0.2	0.6
CSc1nnc([C@@H](N)Cc2c[nH]c3ccccc23)o1	8.4	3	-2	-3	0.0	-1.7	-0.7	-1	-1.3	2.8	-2.0
COC(=O)C1=C(c2ccccc2)C[C@@H]2CC[C@H]1N2C(=O)N1CCCCC1	-0.1	2	1	-2	0.1	-1.7	-1.0	1	-0.8	-1.0	-1.8
c1ccc2c(c1)Sc1ccccc1N2CC1CN2CCC1CC2 (configuration not stated)	4.5	-1	17	-5	-0.2	-0.1	0.9	-7	-0.3	-0.9	0.2
COc1cc(OC)c(OC)cc1CNC(C)C(O)c1ccccc1 (configuration not stated)	0.6	-12	3	-11	0.3	-1.6	0.1	-2	-1.0	-0.9	-2.0
COc1cc(O)c2c(c1)/C=C/C[C@H](O)[C@H](O)C(=O)CCC[C@H](C)OC2=O	-2.3	-4	5	-2	-0.1	0.0	0.6	0	/	/	-0.9
CSCCC(c1nnnn1Cc1ccccc1)N1CCC(n2c(=O)[nH]c3ccccc32)CC1 (configuration not stated)	-5.4	-10	1	0	-0.1	-1.6	-4.0	-3	/	/	-1.4
CC1(C(=O)O)CC12c1ccccc1-c1ccccc12 (configuration not stated)	-1.1	-1	16	5	0.0	-1.6	-1.0	-3	2.1	0.9	-0.9
CC(=O)Nc1ccc(OC(=O)N(C)c2ccc(C)cc2)cc1	-0.1	4	-1	-1	-0.6	-1.6	-0.2	1	-0.8	-0.5	-1.2
CC(O)(CS(=O)(=O)c1cccc(C(F)(F)F)c1)C(=O)Nc1cccc(C(F)(F)F)c1 (configuration not stated)	0.2	0	1	-6	-0.1	-1.1	-1.2	0	-0.2	-1.5	-1.9
CC(NC(=O)OCc1ccccc1)[P+](=O)O (configuration not stated)	-1.5	1	1	1	0.4	0.0	-0.3	0	/	/	-2.0
CCC(C)c1ccc(N2C(=O)NC(=O)/C(=C/c3cccn3CCOc3ccc(C)cc3)C2=O)cc1 (configuration not stated)	5.2	-2	-6	5	0.6	-0.4	-0.8	-2	0.5	0.6	4.3
C[N+](C)(C)CC(=O)Nc1ccc(Cl)cc1C(=O)c1ccccc1	3.0	1	2	1	0.5	-1.6	-0.3	0	1.8	0.4	1.5
COC(=O)C1=C(c2cccc(OCc3ccccc3)c2)C[C@@H]2CC[C@H]1N2C(=O)NCc1ccccc1C(F)(F)F	-0.2	-4	-11	0	-0.1	-1.3	-0.3	0	-0.7	-3.9	0.8
S=C(NCCc1ccccc1)N1Cc2cc(Br)ccc2-n2nncc2C1	2.1	-6	0	-10	0.0	-0.7	0.5	-4	/	/	0.5
COc1ccccc1N1CCN(Cc2ccc(Cl)cc2Cl)CC1	1.5	1	21*	-5	0.2	-1.7	0.2	-7	-0.3	-0.4	0.3
CN1CCN(C(=O)COc2ccc(Oc3ccccc3)cc2)CC1	2.1	4	-8	-1	0.3	-0.6	0.2	-2	-1.0	-0.1	-1.2
COc1ccccc1OCCCn1cc(C=O)c2ccccc21	4.9	-6	-9	-5	0.3	-0.4	2.2	4	-1.0	6.4	1.4
CCN(CC(=O)Nc1ccc(C#N)c(Cl)c1)CC(=O)NC1CCS(=O)(=O)C1 (configuration not stated)	0.4	3	10	-5	0.3	-0.5	-1.5	-4	1.2	2.8	-0.2
O=C1CN=C(c2ccccc2Cl)c2cc(Br)ccc2N1	-2.9	-7	-1	-6	0.3	-1.6	0.5	-4	-1.0	-0.1	-2.0
CCOP(=O)(OCC)C(c1ccccc1)N(C)C=O (configuration not stated)	0.0	3	4	8	-0.6	-0.4	0.3	-1	0.8	1.6	-1.3
CCN(CCNc1ccc([N+](=O)[O-])c2cccnc12)S(=O)(=O)c1ccccc1	-0.1	-6	12	-7	0.6	-1.0	0.9	-5	2.4	1.2	-2.1
CCOP(=O)(OCC)C1(O)C(=O)Nc2ccc(Br)cc21 (configuration not stated)	-2.3	-17	-56	-17	2.0	0.1	-0.9	-3	0.5	-1.5	-1.1
CCOC(=O)[C@]12Cc3cc(OC)ccc3[C@H]1N(C1CCCCC1)C(=O)c1cc(OC)ccc12	-0.1	-24	2	-21	0.7	-1.1	-1.2	-7	/	/	-2.0
O=C(c1cccc(Cl)c1)C1CCCN(Cc2ccon2)C1 (configuration not stated)	0.1	3	3	6	-0.1	-1.5	0.8	-2	0.1	0.3	0.9
COc1cccc(C2(O)CCSCC2CN(C)C)c1 (configuration not stated)	0.8	1	3	8	0.5	-1.1	1.2	2	0.8	-0.7	-1.1
c1ccc2c(CCNCc3ccc4c(c3)OCO4)c[nH]c2c1	0.0	-9	-5	-7	0.7	-0.1	-0.7	-3	-1.1	6.3	-0.4
Cc1cc(NC(=O)CCl)on1	-5.0	5	4	1	-0.7	-1.5	-3.4	0	-0.6	0.7	0.8
CC[C@H]1CN(C)CCc2c([nH]c3ccccc23)C(=O)C[C@@H]1/C(=C\OC)C(=O)OC	1.8	-4	-2	-5	-0.4	0.1	0.1	2	1.9	-5.4	1.1
CCCCn1c(O)c(C(C)=NCCN2CCOCC2)c(=O)[nH]c1=O	-0.2	-3	0	0	0.0	-1.5	0.0	-1	-1.5	0.1	-0.2
C[C@@H]1CN([C@H](C)CO)C(=O)CCCn2cc(nn2)CO[C@H]1CN(C)C(=O)Oc1cccc2ccccc12	1.9	0	8	0	-0.6	-0.4	0.8	-2	1.8	-0.8	1.1
COc1ccc(C(CNC(=O)Cc2ccc(Cl)c(Cl)c2)N(C)C)cc1 (configuration not stated)	1.0	-6	-11	-5	0.0	-1.2	0.2	1	1.2	0.7	-0.1
COc1ccc(S(=O)(=O)N2Cc3cnnn3-c3ccccc3C2C#N)cc1 (configuration not stated)	-0.5	-2	5	1	0.0	-0.3	0.2	3	-0.2	0.1	1.0
CN1CCN(CC(=O)Nc2ccc([N+](=O)[O-])cc2C(=O)c2ccccc2)CC1	-0.6	0	-3	1	-0.1	-0.9	-0.1	0	0.0	2.5	-1.6
CCCCSC1=NN1c1nc(N)nc(C)c1CC	-0.6	1	3	10	-0.1	-0.2	-0.2	0	-0.2	1.9	0.3
COc1ccc(C(=O)OC2CC3CCC(C2)[N+]3(C)[O-])cc1OC (configuration not stated)	-0.5	-1	-2	5	-0.3	-0.7	-0.2	0	-0.6	1.9	-0.7
Cc1ccccc1-n1c(/C=C/c2ccccn2)nc2ccccc2c1=O	-6.5	0	10	0	0.0	-1.0	-1.2	-4	-1.6	1.4	-2.0
CC(=O)O[C@]1(c2ccccc2)CCN(C)[C@H]2CCCC[C@@H]21	1.3	-1	-2	-3	-0.5	-1.1	-0.2	3	-0.2	-1.7	-0.3
O=c1[nH]c(=S)n(CCC2=CCCCC2)c(O)c1C=NC1CCN(Cc2ccccc2)CC1	0.8	-4	0	-2	0.7	-1.4	-0.2	-3	-2.2	-0.5	-0.5
O=P(N1CCCCCC1)(N1CCCCCC1)N1CC1	1.9	4	-1	4	0.0	-0.8	1.9	-1	0.7	1.1	0.1
OC1C2CN3CN(C2)CC1(c1ccccc1)C3 (configuration not stated)	0.5	-1	18	-2	-0.1	-0.6	0.7	-4	3.1	5.3	1.1
CC12CCCCC1N(O)CN2O (configuration not stated)	-1.3	2	3	2	0.0	-1.5	-0.1	1	-0.2	0.1	-1.4
COc1ccc(-c2cc(=NCCC(=O)O)c3cc(C)ccc3o2)cc1	23*	7	-1	3	85*	-0.7	7.0*	6	1.9	0.9	6.5*

Shown as labelled records: entries from further up.
CC12CCCCC1N(O)CN2O (configuration not stated)
- hgDAF12 agonist: -1.3
- NPR1 activator: 2
- sPLA2-III inh: 3
- GC-B act: 2
- KLK7 zymogen act: 0.0
- ssDAF-12 act: -1.5
- DAX1 inh-1: -0.1
- SMARCA2 act: 1
- DAX1 inh-2: -0.2
- GAA850 FXN act: 0.1
- hcDAF-12 act: -1.4

COc1ccc(-c2cc(=NCCC(=O)O)c3cc(C)ccc3o2)cc1
- hgDAF12 agonist: 23*
- NPR1 activator: 7
- sPLA2-III inh: -1
- GC-B act: 3
- KLK7 zymogen act: 85*
- ssDAF-12 act: -0.7
- DAX1 inh-1: 7.0*
- SMARCA2 act: 6
- DAX1 inh-2: 1.9
- GAA850 FXN act: 0.9
- hcDAF-12 act: 6.5*

(list continues)
SMILES	hgDAF12 agonist	NPR1 activator	sPLA2-III inh	GC-B act	KLK7 zymogen act	ssDAF-12 act	DAX1 inh-1	SMARCA2 act	DAX1 inh-2	GAA850 FXN act	hcDAF-12 act
O=C1NC(=O)N(c2ccccc2F)C(=O)/C1=C/c1ccc(Sc2nc3ccccc3[nH]2)o1	0.3	-10	-13	-4	1.8	-1.8	-0.1	-2	-1.8	-1.5	1.7
COc1nc(C)nc(NC(=O)NS(=O)(=O)c2ccccc2Cl)n1	-0.9	2	5	3	0.3	-1.5	0.1	-1	0.2	-0.1	-2.3
O=c1c2ccccc2nc(CNCC2CCCO2)n1-c1ccc(F)cc1 (configuration not stated)	-0.4	2	-6	3	0.3	-2.2	1.3	0	0.2	0.8	-1.2
CSc1nnc(OC(=O)N(C)C)n1-c1ccc(Cl)cc1	2.6	-2	-2	5	-0.7	-0.7	0.2	3	-1.4	0.7	-0.5
